# PKA-R1A act: activates the PKA-R1A holoenzyme complex; P00514+P68181; PKA-R1A dissociation, Cy5-IP20 fluorescence polarization; scaled: DMSO 0%, 113 µM cGMP 100%; activation, % at 11.4 µM; 0.083% of 340,000 active;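 active = percent activation above the mean of all tested compounds plus 3 SD, cut at about 19% in these data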;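 also: higher means more PKAc released from R1A so a rise in polarization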
# DAGLB inh: diacylglycerol lipase beta (human) inhibition; HEK293T DAGLB membrane lysate, EnzChek fluorogenic substrate; inhibition, % at 5.17 µM; 0.059% of 340,000 active; in the data active = inhibition above about 34%;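 also: 0% = enzyme with vehicle and 100% = wells lacking enzyme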
# Target sequence (Q8NCG7 whole entry, looked up): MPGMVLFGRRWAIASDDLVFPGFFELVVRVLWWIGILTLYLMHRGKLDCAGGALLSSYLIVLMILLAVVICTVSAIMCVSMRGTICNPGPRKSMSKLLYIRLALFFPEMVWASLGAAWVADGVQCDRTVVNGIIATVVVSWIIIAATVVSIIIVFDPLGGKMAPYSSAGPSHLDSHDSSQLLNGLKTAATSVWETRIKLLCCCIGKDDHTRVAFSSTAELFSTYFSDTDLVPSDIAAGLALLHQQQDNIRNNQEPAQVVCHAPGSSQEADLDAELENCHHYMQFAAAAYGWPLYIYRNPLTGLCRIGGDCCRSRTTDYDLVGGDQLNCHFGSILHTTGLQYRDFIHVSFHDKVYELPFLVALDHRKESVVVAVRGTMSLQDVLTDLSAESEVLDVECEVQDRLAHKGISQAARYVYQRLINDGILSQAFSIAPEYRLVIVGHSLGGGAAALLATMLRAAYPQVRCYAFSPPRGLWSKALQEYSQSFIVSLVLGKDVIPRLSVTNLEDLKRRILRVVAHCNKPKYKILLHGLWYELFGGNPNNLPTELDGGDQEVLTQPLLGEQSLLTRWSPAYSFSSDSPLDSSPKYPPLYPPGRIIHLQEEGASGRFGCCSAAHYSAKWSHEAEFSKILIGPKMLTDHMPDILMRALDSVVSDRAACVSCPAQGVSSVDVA
# OPRM1-OPRD1 inv: inverse agonist of human OPRM1-OPRD1 heterodimerization. 0.21% of 340,000 active. cell-based MOR-DOR heterodimer luminescence, inverse agonism. inhibition, % at 9.3 µM. P35372+P41143; in the data active = inhibition above about 22%, passing the limit was not always enough;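 also: 0% = cells with DMSO and 100% = wells without cells with DMSO; values of inactives mirror those of a sister screen read the other way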
# HTR5A inv ctr: counter-screen for OPRM1-OPRD1 inverse agonists: human HTR5A inverse agonism | AID 504634 | P47898 | inhibition, % at 9.3 µM | HTR5A cell line, luminescence | 0.083% of 340,000 active; in the data active = inhibition mostly above about 23%, no sharp cut-off; inactive = mostly below about 18%;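 also: 0% = cells with DMSO and 100% = no-cell wells with DMSO; some compounds called inactive have numbers as strong as hits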
# DSG3 Ab inh: blocks pemphigus antibody binding to human desmoglein-3. P32926. DSG3-coupled beads, scFv-anti-DSG3-GFP binding, flow cytometry; hits give low values. binding (percent of control), % at 10 µM. 0.48% of 310,000 active. AID 588358;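 active = binding more than 3 SD below its plate's average and above zero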;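 also: hits lower antibody fragment binding to DSG3; some compounds called inactive have numbers as strong as hits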
# PKA-R2B activ: activates the human PKA-R2B holoenzyme complex; PKA-R2B holoenzyme dissociation, Cy5-IP20 fluorescence polarization; R2B truncated from residue 108, S112A mutant; 0% DMSO only, 100% 113 µM cGMP; activation, % at 11.4 µM; 0.079% of 340,000 active; P22694+P31323; AID 504700;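 active = activation above a cutoff set at the mean over all compounds plus 3 SD, cut at about 18% in these data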;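 also: higher means more holoenzyme dissociation and a rise in polarization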
# Target sequence (P31323 whole entry, looked up, other chains not shown, the tested form may be a part): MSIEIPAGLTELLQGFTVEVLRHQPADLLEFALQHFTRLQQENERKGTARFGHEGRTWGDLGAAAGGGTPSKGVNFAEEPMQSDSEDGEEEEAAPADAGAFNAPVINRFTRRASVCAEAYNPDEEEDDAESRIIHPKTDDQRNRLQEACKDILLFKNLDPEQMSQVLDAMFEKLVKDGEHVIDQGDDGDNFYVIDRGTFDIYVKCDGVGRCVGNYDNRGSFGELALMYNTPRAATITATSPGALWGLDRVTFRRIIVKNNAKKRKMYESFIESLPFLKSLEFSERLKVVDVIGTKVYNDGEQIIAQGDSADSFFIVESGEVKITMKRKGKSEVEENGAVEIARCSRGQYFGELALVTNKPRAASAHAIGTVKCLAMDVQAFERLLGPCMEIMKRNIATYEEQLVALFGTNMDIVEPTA
# HTR5A ag: HTR5A agonism, opioid heterodimer counter-screen; P47898; activation, % at 9.3 µM; HTR5A agonist assay, luminescence, cell-based; 0.61% of 340,000 active; in the data active = activation mostly above about 9.5%, no sharp cut-off; inactive = mostly below about 7.6%;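 also: 0% = cells with vehicle only and 100% = reference agonist; strong numbers were not always called active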
# V-ATPase pH: alters yeast V-ATPase proton transport | S. cerevisiae, pHLuorin cytosolic pH fluorescence | response, % at 10 µM | 0.37% of 350,000 active; in the data active = response mostly above about 7.3%, no sharp cut-off; inactive = mostly below about 5.4%; also: actives read high; inactives centre near 0; some compounds called inactive have numbers as strong as hits; reference of the scale not given here
# Arr AP2 block: blocks beta-arrestin peptide binding to AP2 adaptin | AID 504490 | 0.31% of 340,000 active | inhibition, % at 10 µM | FITC-arrestin peptide / GST-AP2 beads, flow cytometry; AP2 beta2 appendage carries R879A mutation;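 active = inhibition above a set limit, near 3 SD of compounds lacking own fluorescence, cut at about 54% in these data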;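 also: plate controls were DMSO wells for no effect and 5 µM unlabelled arrestin peptide for full effect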
#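 Material – GST-tagged AP2 beta2-adaptin appendage (R879A) on 4 µm glutathione beads · Probe or stimulus – fluorescein-tagged arrestin peptide at 50 nM final · Timing – 12 min plus 1 h, RT · Detection – bead flow cytometry, FITC channel · Read-out basis – inhibition as reduced fluorescein signal on beads, percent · Medium – PBS plus Tween 20 (0.05%) and BSA (0.1%)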
# OPRM1-OPRD1 ag: OPRM1-OPRD1 heterodimerization agonism; cells, luminescence; activation, % at 9.3 µM; 0.3% of 340,000 active; in the data active = activation above about 18%;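 also: 0% = vehicle-treated cells and 100% = reference agonist; values of inactives mirror those of a sister screen read the other way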
# Active calls of the source: *; / = no result given.
SMILES,PKA-R1A act,DAGLB inh,OPRM1-OPRD1 inv,HTR5A inv ctr,DSG3 Ab inh,PKA-R2B activ,HTR5A ag,V-ATPase pH,Arr AP2 block,OPRM1-OPRD1 ag
COCCCNc1nc2c(-c3ccc(Cl)cc3)nnn2c2ccccc12,3,-1,14,-16,95,-3,6,-6,-4,-2.7
COC(=O)c1ccc(Cn2nnc3c(=O)[nH]c(C4CCN(S(=O)(=O)c5ccc(F)cc5)CC4)nc32)cc1,7,5,6,-5,/,0,5,-3,-3,-1.2
O=C(O)/C(=C\c1cn(-c2ccccc2)nc1-c1ccc(Cl)cc1)NC(=O)c1ccccc1,-5,10,5,-5,110,-5,2,-1,-5,-1.0
CCOC(=O)N1CCN(C(=O)C2c3cc(OC)c(OC)cc3C(=O)N3CCc4ccccc4C23)CC1 (stereo not drawn),-8,3,8,26,101,-10,1,3,3,-1.4
Cc1ccc(-n2c(C)cc(C3N=C(N)Nc4nc5ccccc5n43)c2C)c(C)c1 (stereo not drawn),0,1,19,-14,109,5,3,-1,8,-3.2
O=C(NCCN1CCOCC1)C(=O)NCC1OCCN1C(=O)c1ccc(Cl)cc1 (stereo not drawn),-1,-2,2,11,100,-8,-4,-3,21,-0.4
NC(=NC(=O)c1ccc(OC(F)(F)F)cc1)c1ccc(C(F)(F)F)cn1,-2,-5,0,-2,104,3,7,5,1,0.1
O=C(Nc1ccccc1)NC1(C(=O)NCc2cccs2)CCCCC1,-3,0,-5,-3,88,2,1,-9,11,0.9
CCOc1ccc(Oc2c(/C=N/NC(N)=O)c(C)nn2-c2ccccc2)cc1,8,-1,1,6,91,-3,-3,-4,4,-0.1
CC(=O)Nc1c(O)nc(SCC(=O)Nc2c(C)cccc2C)[nH]c1=O,12,-1,15,-8,96,15,2,2,-2,-2.9
O=C(N/N=C/c1ccc(N2CCOCC2)cc1)C1CC1,-6,2,1,5,90,-12,-2,-3,-1,-0.2
CCNCC(=O)N1c2ccccc2CCc2ccc(NC(=O)OCC)cc21,-2,-3,26,9,94,-10,-3,4,32,-5.8
COC(=O)C1C(=O)C(C(=O)c2ccccc2)C(=O)CC1(C)C (stereo not drawn),-3,-1,7,-27,115,2,10,-2,-6,-1.4
O=C(O)CCN1C(=O)c2ccc(Oc3ccc4c(c3)C(=O)N(CCC(=O)O)C4=O)cc2C1=O,1,1,10,5,104,-3,-4,2,-9,-2.2
CSc1ccccc1NC(=O)CN(c1ccccc1Br)S(C)(=O)=O,-4,-3,17,10,106,-10,-3,1,-21,-3.3
Cc1ccc(NC(=O)CS(=O)CC(=O)Nc2cccc(C)c2C)cc1F (stereo not drawn),-11,0,8,-1,102,0,-1,-2,-5,-1.4
CCC(=O)N1CCN(c2ccc(NC(=O)c3ccc4c(c3)OCCO4)cc2)CC1,-5,2,-13,-1,76*,-7,0,2,7,2.8
Cc1ccc(-c2csc3ncn(CC(=O)OC(C)C)c(=O)c23)cc1,-22,-4,2,5,90,-8,-7,1,-17,-0.5
CCOc1cc(N2CCOCC2)c(OCC)cc1NC(=O)c1ccc2ncsc2c1,1,-5,0,-6,86,-10,2,-4,-2,0.0
CCc1ccc(/C=N/NC(=O)C(=O)NCCCN2CCOCC2)cc1,4,1,12,-2,90,7,1,-4,-7,-2.3
COc1ccc(S(=O)(=O)N(CC(=O)NCc2ccco2)c2ccc(F)cc2)cc1,-3,-3,9,-8,103,-3,2,0,10,-1.4
O=C(COC(=O)c1cc(=O)[nH]c2ccccc12)Nc1nc(-c2ccc(F)cc2)cs1,10,3,-2,-24,95,0,5,-3,29,0.4
CCc1cccc(CC)c1C(OC(C)=O)c1cccnc1 (stereo not drawn),-6,-1,-6,-9,112,-9,1,4,13,1.2
CCOc1ccc(CNC(=S)N/N=C/c2ccncc2)cc1,3,-2,-7,-27,110,0,5,10,2,1.0
CC(=O)Nc1ccc(S(=O)(=O)N2CCN(CC(O)COc3ccc4ccccc4c3)CC2)cc1 (stereo not drawn),0,-1,-10,11,108,-1,-1,-3,7,1.9

# (further entries)
SMILES,PKA-R1A act,DAGLB inh,OPRM1-OPRD1 inv,HTR5A inv ctr,DSG3 Ab inh,PKA-R2B activ,HTR5A ag,V-ATPase pH,Arr AP2 block,OPRM1-OPRD1 ag
CN(C)CC(NC(=O)c1cccc(S(=O)(=O)Nc2ccc3c(c2)OCO3)c1)c1ccccc1 (stereo not drawn),-9,-2,8,-7,103,-1,3,2,28,-2.0
O=C(CN1C(=O)NC2(CCCC2)C1=O)Nc1ccc(Cl)c(C(F)(F)F)c1,8,2,-1,0,/,-3,0,4,7,0.1
CCOC(=O)N1CCN(c2cc(C)nc3nc(C)nn23)CC1,5,-2,21,-7,110,6,3,-2,-3,-4.2
O=S(=O)(c1ccc(Cl)cc1)c1cc(O)ccc1O,0,0,-17,2,89,7,0,1,8,3.5
COCCN(C(=O)CSc1nnc(-c2ccc(Cl)cc2)o1)c1c(N)n(CC(C)C)c(=O)[nH]c1=O,-2,-1,12,8,107,3,6,-1,-12,-3.8
COC(=O)c1ccccc1NC(=O)C1CCN(C(=O)N2CCOc3ccccc32)CC1,-18,-2,10,8,101,-1,-2,5,15,-1.7
COc1ccc(Nc2ccc(S(=O)(=O)N3CCCCCC3)cc2[N+](=O)[O-])cc1,-7,18,11,-1,82,-3,6,-1,29,-2.1
O=C(Cn1nc(C(=O)O)c2ccccc2c1=O)Nc1cccc(S(=O)(=O)N2CCOCC2)c1,4,0,2,3,100,2,-1,8,0,-0.3
CC1=CC(C)(C)NC(=S)N1NC(=O)c1ccccc1Cl,-1,1,12,5,101,-5,3,-2,-8,-2.4
COc1cc(/C=C2/C(=O)NN(c3cccc(F)c3)C2=O)ccc1OC(=O)c1ccco1,-5,16,-6,5,114,-4,-1,3,21,1.2
COc1ccc2c(c1OC)C(=O)N(c1cccc(NC(C)=O)c1)C2,-11,-3,-2,4,99,-9,-1,-5,2,0.4
COc1ccc(CN(C(=O)CN2C(=O)C(C)Oc3ccccc32)C2CCCC2)c(OC)c1 (stereo not drawn),3,-6,-15,-13,101,-4,-5,0,5,2.6
CCCCn1c(N)c(N(CC(C)C)C(=O)c2cccc(OCc3ccccc3)c2)c(=O)[nH]c1=O,-6,2,16,13,/,2,5,-1,1,-3.2
Cc1ccc2c(c1)C(c1ccccc1)N(C(=O)c1ccc(F)cc1)CC(=O)N2 (stereo not drawn),-8,1,1,5,95,-14,-1,5,15,-0.3
COc1ccc(C(=O)c2c3ccc([N+](=O)[O-])cc3[n+]([O-])n2CCCC(N)=O)cc1,1,2,-23,-17,112,-7,7,-6,3,4.2
C/C=C(\C)C(=O)OC1[C@H](OC(C)=O)C2(CO)C(CC1(C)C)C1=CCC3C4(C)CCC(O[C@@H]5O[C@H](C(=O)O)[C@@H](O[C@@H]6O[C@H](CO)[C@@H](O)[C@H](O)[C@H]6O)[C@H](O)[C@H]5O[C@H]5O[C@H](CO)[C@@H](O)[C@H](O)[C@H]5O)[C@](C)(CO)C4CCC3(C)[C@]1(C)C[C@H]2O (stereo partly drawn),6,3,-46,-7,/,10,3,0,4,9.2
COC(=O)[C@@H](N)Cc1ccc(O)c(O)c1,-3,2,3,12,/,-3,-3,5,1,-0.6
COc1ccccc1CC(=O)Nc1ccc(O)cc1C(=O)O,9,1,19,-27,/,-1,-2,-1,21,-3.0
COc1ccc(N2CC(C(=O)Nc3nnc(SCC(=O)Nc4ccc(NC(C)=O)cc4)s3)CC2=O)cc1 (stereo not drawn),-9,3,/,/,85*,5,/,/,/,/
S=C(NCCN1CCOCC1)Nc1ccc(Br)cc1,2,2,14,-9,/,-13,-5,-1,18,-2.7
COc1ccc(C2N3CC4(C)CN2CC(C)(C3)C4=O)cc1OC (stereo not drawn),7,-2,-3,-3,95,8,1,0,3,0.5
FC(F)(F)c1cccc(-c2nnc(-c3ccccc3)c(N3CCOCC3)n2)c1,-7,-3,-8,20,112,-1,-2,3,7,1.5
CC(=O)c1nn(-c2cccc(C)c2)cc1C(=O)c1cccc(Br)c1,-4,-2,16,-14,100,-3,4,5.5*,10,-3.1
CNS(=O)(=O)c1cccc(C(=O)NCC2CCCCC2)c1,1,1,-1,-15,100,3,4,3,23,0.1
COc1ccc(-c2cc(C(=O)Nc3cccnc3Cl)no2)cc1OC,-2,-1,-21,-19,116,3,6,4,39,2.6

# (further entries)
SMILES,PKA-R1A act,DAGLB inh,OPRM1-OPRD1 inv,HTR5A inv ctr,DSG3 Ab inh,PKA-R2B activ,HTR5A ag,V-ATPase pH,Arr AP2 block,OPRM1-OPRD1 ag
O=C(c1cccc(S(=O)(=O)NCc2ccccc2)c1)N1CCCC1,-13,-1,9,-11,98,2,4,0,-8,-1.7
CCNC(=O)CN(C1CCCCC1)S(C)(=O)=O,-9,-3,-11,-12,98,7,5,2,6,2.2
Cc1cccc(N2CC(C(=O)Nc3nc4ccc(S(C)(=O)=O)cc4s3)CC2=O)c1C (stereo not drawn),-3,3,3,-7,/,-5,3,0,13,-0.5
O=[N+]([O-])c1cc(C(F)(F)F)cc([N+](=O)[O-])c1NN=C1CCCCC1,11,2,-26,-14,87,-8,5,1,6,4.8
Cc1cc(OCC(=O)NCc2ccccn2)c2c(C)cc(=O)oc2c1,-7,0,9,-15,102,6,-1,1,-10,-1.7
CCCCN1CCNC1=S,-17,-1,11,-4,95,-8,1,3,23,-2.2
CN1CCN(c2ccc(Cl)cc2NC(=O)c2ccc(=O)n(C)n2)CC1,-10,1,15,-10,117,-9,4,-3,9,-3.1
O=CN/N=C/c1c(O)ccc2ccccc12,5,2,-9,1,98,-2,5,1,17,1.9
COc1cccc(CN2CCN(C(=O)c3ccc(-c4ccccc4)cc3)CC2)c1,-4,-1,4,-1,111,-13,4,-1,6,-0.9
COc1ccc(-n2c(Cc3cccn3C)nnc2SCC(=O)Nc2cccc(OC)c2)cc1,9,2,1,5,106,10,-2,0,3,-0.2
O=C(Nc1cccc(Cl)c1)Nc1ccc2c(c1)C(=O)OC2,5,-1,-14,-36,125,-1,9,0,-9,2.6
O=C(CCn1cccn1)N1CCCC(N2CCN(c3cccc(C(F)(F)F)c3)CC2)C1 (stereo not drawn),-10,1,7,-15,100,-2,1,0,4,-1.3
Cc1cc(C)c(S(=O)(=O)NCC2CCC(C(=O)NCCCN3CCC(C)CC3)CC2)c(C)c1 (stereo not drawn),-2,-1,20,11,104,-9,-3,0,3,-3.8
O=C(c1ccc(Br)o1)N1CCN(CCc2ccncc2)CC1,2,-1,11,2,99,-15,-1,2,-6,-2.4
CC1(C)CNC(=S)N1Cc1ccccc1,-2,-1,/,/,105,5,/,2,/,/

# 3 neighbouring entries from above, quoted:
SMILES,PKA-R1A act,DAGLB inh,OPRM1-OPRD1 inv,HTR5A inv ctr,DSG3 Ab inh,PKA-R2B activ,HTR5A ag,V-ATPase pH,Arr AP2 block,OPRM1-OPRD1 ag
COCCCNc1nc2c(-c3ccc(Cl)cc3)nnn2c2ccccc12,3,-1,14,-16,95,-3,6,-6,-4,-2.7
COC(=O)c1ccc(Cn2nnc3c(=O)[nH]c(C4CCN(S(=O)(=O)c5ccc(F)cc5)CC4)nc32)cc1,7,5,6,-5,/,0,5,-3,-3,-1.2
O=C(O)/C(=C\c1cn(-c2ccccc2)nc1-c1ccc(Cl)cc1)NC(=O)c1ccccc1,-5,10,5,-5,110,-5,2,-1,-5,-1.0

# Screening results deposited in PubChem BioAssay by several laboratories.
